Screens (PubChem BioAssay)
RORg inh – qHTS for inhibitors of ROR gamma transcriptional activity; Nuclear receptor ROR-gamma (Mus musculus), P51450; Drosophila S2 Gal4-RORgamma UAS-luciferase reporter, 20 h; Potency, µM (doses to about 53.6 µM), inactives show at the highest dose activity change, negative = inhibition, usual class: inhibitors; 310,000 tested, 5.4% active; also: potency is read from the fitted curve at half-maximal effect; % is scaled to controls: 0 for no effect and ±100 for the full control effect; nearly all actives have a fitted effect of over 60% in size
Target sequence (P51450 whole entry, looked up, the tested form may be a part): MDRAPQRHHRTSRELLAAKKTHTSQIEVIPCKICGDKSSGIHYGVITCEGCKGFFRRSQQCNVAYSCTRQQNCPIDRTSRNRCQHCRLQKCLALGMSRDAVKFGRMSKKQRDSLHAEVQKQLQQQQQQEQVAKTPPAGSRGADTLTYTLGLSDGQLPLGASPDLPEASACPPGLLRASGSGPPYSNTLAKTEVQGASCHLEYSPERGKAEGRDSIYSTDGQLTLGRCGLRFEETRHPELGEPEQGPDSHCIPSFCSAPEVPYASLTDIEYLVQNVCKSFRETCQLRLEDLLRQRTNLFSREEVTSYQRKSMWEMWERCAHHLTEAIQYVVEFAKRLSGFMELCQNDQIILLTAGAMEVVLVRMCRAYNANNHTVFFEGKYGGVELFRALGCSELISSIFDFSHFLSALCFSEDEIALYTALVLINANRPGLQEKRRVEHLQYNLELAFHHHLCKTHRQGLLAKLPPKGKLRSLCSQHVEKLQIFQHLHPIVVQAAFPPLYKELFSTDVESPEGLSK
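Stably transfected Drosophila Schneider cells are the test system, with ROR gamma fused to Gal4 and luciferase under UAS control; luminescence is read after 20 hr of 700 uM copper sulfate induction at ambient temperature.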
ELG1 DNA repair – qHTS screen for small molecules that inhibit ELG1-dependent DNA repair in human embryonic kidney (HEK293T) cells expressing luciferase-tagged ELG1; HEK293T ELG1-luciferase reporter, luminescence, 16 h; DNA damage induced by 5-fluorouridine; Potency, µM (titrated, usually from 46.1 µM), without a hit: top-dose activity change, negative = inhibition, actives largely listed as inhibitors; 330,000 tested, 2.3% active; AID 504467, 2011; also: potency is read from the fitted curve at half-maximal effect; % is scaled to controls: 0 for no effect and ±100 for the full control effect; nearly all actives have a fitted effect of over 55% in size
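Cells (2,000 per well) received 5-fluorouridine plus test compound or DMSO and were incubated 16 hr at 37 °C, 5% CO2. Luciferase activity was read by luminescence 30 min after ONE-Glo addition; signal suppression marked inhibition of damage-induced ELG1 function.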
Gal4-VP16 FLuc – VP16 counterscreen qHTS for inhibitors of ROR gamma transcriptional activity; 310,000 tested, 3.5% active; Drosophila S2 Gal4-VP16 UAS-luciferase, luminescence, 20 h; Potency, µM (series often up to 53.6 µM), for the others: at the top dose activity, negative = inhibition, most hits filed as inhibitors;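 also: Gal4-VP16 expression switched on by copper sulfate through the metallothionein promoter; potency is read from the fitted curve at half-maximal effect; % is scaled to controls: 0 for no effect and ±100 for the full control effect; nearly all actives have a fitted effect of over 50% in size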
PKM2 act – qHTS Assay for Activators of Human Muscle isoform 2 Pyruvate Kinase | Pyruvate kinase PKM (Homo sapiens), P14618 | purified PKM2, Kinase-Glo ATP luminescence, activation; response scale: 0% is enzyme alone, no compound | Potency, µM (highest dose often 57.5 µM), inactives show at the highest dose activation, hits mostly activators | 260,000 tested, 0.34% active | AID 1631, 2009; also: potency is read from the fitted curve at half-maximal effect; % is scaled to controls: 0 for no effect and ±100 for the full control effect; nearly all actives have a fitted effect of over 55% in size
Target sequence (P14618 whole entry, looked up, canonical isoform): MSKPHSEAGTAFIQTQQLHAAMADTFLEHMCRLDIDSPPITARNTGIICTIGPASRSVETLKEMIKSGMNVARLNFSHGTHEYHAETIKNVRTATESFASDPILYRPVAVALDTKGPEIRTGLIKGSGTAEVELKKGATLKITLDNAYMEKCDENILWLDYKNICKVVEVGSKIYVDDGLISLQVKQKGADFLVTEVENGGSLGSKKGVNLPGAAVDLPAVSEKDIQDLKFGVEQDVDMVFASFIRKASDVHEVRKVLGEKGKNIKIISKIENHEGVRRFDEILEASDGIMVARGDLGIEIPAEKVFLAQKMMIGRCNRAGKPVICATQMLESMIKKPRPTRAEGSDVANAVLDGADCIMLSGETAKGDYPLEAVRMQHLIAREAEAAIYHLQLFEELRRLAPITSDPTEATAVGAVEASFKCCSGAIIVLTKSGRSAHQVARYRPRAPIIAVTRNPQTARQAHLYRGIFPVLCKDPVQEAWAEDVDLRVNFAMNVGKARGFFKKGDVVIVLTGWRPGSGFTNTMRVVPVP
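Purified hPK-M2 (>95%) run at intermediate activity with 0.1 mM ADP and 0.5 mM PEP in 50 mM imidazole pH 7.2, KCl, MgCl2; 1 h room temperature. ATP formed read by Kinase-Glo luminescence; normalized to uninhibited and no-enzyme controls.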
NPC1 prom act – qHTS Assay for NPC1 Promoter Activators | Huh7 NPC1 promoter luciferase reporter, 24 h | Potency, µM (doses to about 9.22 µM), without a hit: top-dose activation, most hits filed as activators | 320,000 tested, 2.4% active | AID 485313, 2010;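 also: potency is read from the fitted curve at half-maximal effect; % of control where 0% means no effect; nearly all actives have a fitted effect of over 60% in size; reporter is driven by a mutant NPC1 promoter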
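Cells: Huh7 expressing luciferase under the NPC1 promoter, 1500/well. Seeded 2 h, compound added, incubated 24 h at 37 °C. Luciferase reagent, 10 min ambient, then luminescence.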
Rab9 promoter act – qHTS Assay for Rab9 Promoter Activators | 320,000 tested, 2.8% active | AID 485297, 2010 | Huh7 Rab9 promoter-luciferase reporter, luminescence, 24 h | Potency, µM (highest dose often 9.22 µM), for the others: at the top dose activation, negative = inhibition, actives largely listed as activators; also: potency is read from the fitted curve at half-maximal effect; % of control where 0% means no effect; nearly all actives have a fitted effect of over 60% in size
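Cell-based reporter: Huh7 stable for Rab9 promoter-driven luciferase, plated in reduced-serum medium with 10% FBS at 1500 cells/well, compound-treated 24 h at 37 °C, luminescence read after 10 min reagent.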
KCNH2 3.1 inh – qHTS for Inhibitors of KCHN2 3.1: Mutant qHTS; 340,000 tested, 0.95% active; Potassium voltage-gated channel subfamily H member 2, brain isoform KCNH2 3.1 (human); activity change, % (tested at about 1.8 µM); U2OS KCNH2 3.1, thallium flux FluxOr; stronger effect = lower value;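 active = maximum activity change below -70%; inconclusive = maximum activity change from -70% to -50%; inactive = maximum activity change above -50%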;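 also: thallium influx rate constant from kinetic fluorescence after stimulation buffer; % is scaled to controls: 0 for no effect and ±100 for the full control effect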
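Virally transduced U2OS (3.1 isoform, 4 h infection in dark at RT) → overnight 37 C → FluxOr + Red40 in HBSS/HEPES, 45 min → stimulation buffer, 2 min kinetic read → rate constant vs DMSO controls.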
FLuc counter – qHTS profiling assay for firefly luciferase inhibitor/activator using purifed enzyme and Km concentrations of substrates (counterscreen for miR-21 project); Luciferin 4-monooxygenase (Photinus pyralis), P08659; 360,000 tested, 6.9% active; purified FLuc, Km substrates, luminescence inhibition; Potency, µM (series often up to 57.5 µM), without a hit: top-dose activity change, negative = inhibition, most hits filed as inhibitors; AID 588342, 2011;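 also: potency is read from the fitted curve at half-maximal effect; plate controls were vehicle for no effect and reference inhibitor for full effect; nearly all actives have a fitted effect of over 55% in size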
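Purified P. pyralis luciferase (10nM final) with 10uM D-luciferin and 10uM ATP (Km levels) in 50mM Tris acetate pH 7.5, 10mM Mg acetate, 0.01% Tween-20, 0.05% BSA; qHTS 6-point titration, ~60 µM downward; luminescence read.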
MBNL1 CUG block – qHTS Assay for Inhibitors of MBNL1-poly(CUG) RNA binding | 280,000 tested, 0.036% active | Potency, µM (highest dose often 57.5 µM), for inactives: top-dose activity change, negative = inhibition, usual class: inhibitors | Muscleblind-like protein 1 (Homo sapiens), Q9NR56 | TR-FRET MBNL1-His/biotin-(CUG)12 binding, 665/545 ratio; active = well fitted inhibition curve with a large enough effect in the signal ratio, with a control signal flat, not every such curve was filed as active; inconclusive = small, poorly fitted or top-dose-only effect, or effect the other way, or a change in a side signal; inactive = no such curve, though single readings can be large or run the other way; the % refers to the signal ratio; also: potency is read from the fitted curve at half-maximal effect; % is scaled to controls: 0 for no effect and ±100 for the full control effect
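His-tagged MBNL1 binding to biotinylated (CUG)12 RNA was measured by TR-FRET using terbium anti-His antibody (0.055 ng/ul final) and streptavidin-XL665 (5 nM final). Compounds were titrated 92 nM to 58 uM; 60 min at room temperature.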
Mito fusion yeast – qHTS Assay for Small Molecule Inhibitors of Mitochondrial Division or Activators of Mitochondrial Fusion | S. cerevisiae fusion-defective mutant growth rescue, CellTiterGlo 48 h | Potency, µM (doses to about 46.1 µM), inactives show top-dose growth rescue (activation), usual class: activators | 320,000 tested, 0.23% active | AID 485298, 2010;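 also: potency is read from the fitted curve at half-maximal effect; % of control where 0% means no effect; nearly all actives have a fitted effect of over 45% in size; temperature-sensitive fusion mutants such as fzo1-1 at 37 °C on non-fermentable ethanol glycerol medium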
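S. cerevisiae fusion-defective temperature-sensitive mutants (e.g. fzo1-1, mgm1-5) grown 48 h at 37C in YPEG (ethanol/glycerol non-fermentable) medium with 23 nl compound per well; growth rescue read as CellTiterGlo luminescence.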
Menin-MLL TR inh – qHTS Assay for Inhibitors Targeting the Menin-MLL Interaction in MLL Related Leukemias: Competition With Texas Red Labeled MLL-derived Mutant Peptide; AID 1768, 2009; O00255; 270,000 tested, 0.23% active; Potency, µM (doses to about 61.6 µM), inactives show at the top dose FP activity change, negative = inhibition, usual class: inhibitors; Menin + Texas Red MLL mutant peptide, fluorescence polarization; active = well fitted inhibition curve with a large enough effect in the polarisation, with a control signal flat, not every such curve was filed as active; inconclusive = small, poorly fitted or top-dose-only effect, or effect the other way, or a change in a side signal; inactive = no such curve, though single readings can be large or run the other way; the % refers to the polarisation; also: potency is read from the fitted curve at half-maximal effect; % of control where 0% means no effect; many of its hits are not listed in these tables
Starred values were filed as active, the others as inactive; ? = inconclusive; . = no result given; & = joins results of further samples; [ ] = remark or other dose. Unless noted, calls follow the shape of the dose curve; as a rule, active = well fitted curve in the direction sought with a large enough effect; inconclusive = small, poorly fitted or top-dose-only effect, or another doubt; inactive = no such curve, though single readings can be large; an effect the other way counts as inactive or inconclusive. This is a subset; the hit share may differ from the screen's.

SMILES	RORg inh	ELG1 DNA repair	Gal4-VP16 FLuc	PKM2 act	NPC1 prom act	Rab9 promoter act	KCNH2 3.1 inh	FLuc counter	MBNL1 CUG block	Mito fusion yeast	Menin-MLL TR inh
CN1CCc2c(sc3nc(SCC(=O)N4CCOCC4)n(-c4ccc(Cl)cc4)c(=O)c23)C1	-17%	-1%	?	-6%[0.46 µM]	-1%	-5%	10	-1%	?	13%	-17%
CC1CCN(CCCCOc2ccccc2F)CC1	-18%	2%	-12%	.	0%	1%	8	-3%	-11%	1%	1%
CCOC(=O)c1cc2sccc2n1CCCN1C(=O)c2ccccc2C1=O	?	-3%	?	1%	-5%	-10%	-9	1%	5%	?	20%
CCCN(C(=O)c1ccco1)c1nnc(-c2cccc(C)c2)s1	?	-1%	-6%	-4%	17%	?	-17	17µM*	16%	18%	10%
COc1ccc(-c2nsc(SCC(=O)NCC3CCCO3)n2)cc1 (stereo unspecified)	32%	?	-1%	-5%	11%	?	-13	15µM*	9%	7%	-2%
COC(C(=O)Nc1cccc([N+](=O)[O-])c1)c1ccccc1 (stereo unspecified)	14%	-11%	-2%	-6%	4%	-3%	3	-5%	?	-7%	16%
O=C(NN1C(=O)/C(=C/c2ccc(O)c(O)c2)SC1=S)c1ccccc1	-42%	-28%	-26%	1%[11.5 µM]	-17%	0%	1	?	?	3%	?
Cc1noc(C)c1S(=O)(=O)Nc1ccc(C(=O)N2CCC(C)CC2)cc1	3%	-10%	-4%	2%	-5%	2%	.	-3%	-10%	2%	-9%
Cc1ccc(-n2ncc3c2CCCC3NC(=O)c2csnn2)cc1C (stereo unspecified)	?	-3%	3%	-4%	0%	3%	7	-16%	6%	-5%	-1%
CCSC1=C(C#N)C(c2ccc(C)o2)CC(=O)N1 (stereo unspecified)	-3%	24%	-12%	0%	-4%	1%	-4	-15%	0%	1%	.
C/C(CC(=O)Nc1cccc(Cl)c1Cl)=N\NC(=O)c1ccccc1C	-13%	-7%	?	15%	-2%	-3%	-17	-4%	-8%	5%	?
Cn1nc(C(=O)NCc2cccs2)c2ccccc2c1=O	-1%	?	24%	2%	-1%	-1%	-5	-3%	5%	-10%	-5%
CC(C)CCn1nnnc1C(c1ccccc1)N1CCC(C(N)=O)CC1 (stereo unspecified)	30%	1%	-5%	3%	-4%	-6%	-2	4%	1%	-1%	?
Cc1nnc(NC(=O)C(C)Oc2ccc3c(C)cc(=O)oc3c2)s1 (stereo unspecified)	-29%	7%	-1%	-3%	-4%	-1%	0	-3%	13%	5%	-11%
c1ccc(C(c2ccccc2)N2CCN(c3nc4ccccc4n4cnnc34)CC2)cc1	-91%	?	13µM*	-5%	-2%	-3%	-7	-5%	4%	4%	4%

Structures shown so far containing a halogen (3):
SMILES	RORg inh	ELG1 DNA repair	Gal4-VP16 FLuc	PKM2 act	NPC1 prom act	Rab9 promoter act	KCNH2 3.1 inh	FLuc counter	MBNL1 CUG block	Mito fusion yeast	Menin-MLL TR inh
CN1CCc2c(sc3nc(SCC(=O)N4CCOCC4)n(-c4ccc(Cl)cc4)c(=O)c23)C1	-17%	-1%	?	-6%[0.46 µM]	-1%	-5%	10	-1%	?	13%	-17%
CC1CCN(CCCCOc2ccccc2F)CC1	-18%	2%	-12%	.	0%	1%	8	-3%	-11%	1%	1%
C/C(CC(=O)Nc1cccc(Cl)c1Cl)=N\NC(=O)c1ccccc1C	-13%	-7%	?	15%	-2%	-3%	-17	-4%	-8%	5%	?

(next part)
SMILES	RORg inh	ELG1 DNA repair	Gal4-VP16 FLuc	PKM2 act	NPC1 prom act	Rab9 promoter act	KCNH2 3.1 inh	FLuc counter	MBNL1 CUG block	Mito fusion yeast	Menin-MLL TR inh
CC1CCCC(NC(=O)CCS(=O)(=O)c2ccc3c(c2)NC(=O)CS3)C1C (stereo unspecified)	17%	-1%	1%	.	0%	1%	5	0%	0%	2%	.
CN(C)c1nc(OCCNC(=O)Nc2ccccc2)nc(N2CCOCC2)n1	-2%	-19%	-2%	-2%	0%	3%	-9	-1%	-4%	1%	1%
Cc1cc(C)c(CSc2ncnc3nc[nH]c23)c(C)c1	16%	6%	-6%	13%	-4%	-3%	6	0%	9%	4%	0%
Nc1nnc(SCC(=O)c2ccc3c(c2)NC(=O)CO3)s1	16%	10%	1%	28µM*	-2%	-4%	-5	-2%	56%[activator]	-3%	29%
O=C(O)c1ccc(NS(=O)(=O)/C=C/c2ccccc2)cc1	0%	6%	-4%	4%	0%	8%	-4	1%	-1%	-3%	3%
Cc1coc(C)c1C(=O)CC1(O)C(=O)N(Cc2ccccc2)c2ccccc21 (stereo unspecified)	?	.	?	15%	.	.	11	-1%	0%	21%	0%
CCOC(=O)c1[nH]c2ccc(OC)cc2c1NC(=O)C(C)N1CCC2(CC1)OCCO2 (stereo unspecified)	-2%	0%	-5%	-11%	11%	1%	.	-6%	?	-3%	9%
CCC(=O)Nc1sc2c(c1C#N)CC(C)(CC)OC2 (stereo unspecified)	11%	-4%	0%	-1%	-2%	-5%	-2	-10%	-10%	2%	16%
CC(C)(C)C(=O)Nc1nc(NC(=O)C(C)(C)C)nc(-c2ccccc2Cl)n1	28%	?	-6%	-1%	0%	-3%	4	-1%	-9%	2%	.
CSc1ccccc1OCc1cc(C(=O)NCCCn2nc(C)cc2C)no1	20%	?	-16%	3%	-9%	0%	3	-5%	5%	2%	-10%
Cc1ccc(CNC(=O)C(=O)NCC2OCCCN2S(=O)(=O)c2ccc(F)cc2)cc1 (stereo unspecified)	24%	?	-9%	1%	1%	5%	-6	-1%	4%	3%	.
COC(=O)c1ccccc1NC(=O)c1ccc(F)cc1	-20%&19%	11%	5%&0%	-2%	0%	6%	-5	-9%	-6%	2%	-4%[24.8 µM]
CC1CC(C)CN(CCCNC(=O)CN2C(=O)c3cccnc3Oc3ccc(Cl)cc32)C1 (stereo unspecified)	2%	5%	?	.	-1%	-11%	18	2%	-9%	16%	.
CCOC(=O)C1C(=O)C=C(c2ccc(C)cc2)CC1c1ccccc1 (stereo unspecified)	22%	1%	1%[10 µM]	-3%	-2%	-4%	1	?	13%	-5%	?
O=S(=O)(Nc1nc2ccccc2nc1NCc1ccco1)c1ccc(F)cc1	28%	15µM*	-9%	-1%	-1%	-2%	-5	2%	1%	3%	.
COc1cc(OC)c(OC)cc1/C=N/NC(=O)c1cccc(S(=O)(=O)N2CCOCC2)c1	2%	-6%	7%	6%	2%	-3%	4	1%	?	1%	1%
O=C(CSc1cccc[n+]1[O-])N1CCCc2ccccc21	10%	?	-12%	7%	0%	8%	-28	0%	-1%	-5%	13%
O=C(CN1CCCCC1)Nc1ccc(F)c(Cl)c1	6%	12%	-7%	4%	-11%	3%	-20	9%	1%	-6%	-8%
O=C(NCc1cccs1)C1CC(=O)N(c2ccccc2)C1 (stereo unspecified)	-4%[0.365 µM]	11%	.	4%	-3%	1%	1	6%	3%	3%	11%
COc1ccc(CNC(=O)CN(c2cccc(OC)c2)S(C)(=O)=O)cc1	1%	-2%	-5%	0%	-3%	2%	-33	1%	-7%	2%	3%
COc1ccccc1NC(=O)c1cccc(S(=O)(=O)N2CCOCC2)c1	2%	1%	-6%	12%	-2%	-2%	-2	-1%	-10%	-1%	1%
